SUMO Mot1 rescue = yeast Mot1-301 growth rescue at high temperature, primary screen, SUMOylation pathway inhibitor project, S. cerevisiae, ATP luminescence, 38.5C; S. cerevisiae Mot1-301 growth rescue; percent above DMSO median, 100 means doubled; growth rescue, % at 18.8 µM; 320,000 tested, 1% active; AID 2716, 2010;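 active means every valid replicate shows activation above 250% relative to neutral control wells; inactive means the rest, any valid replicate at or below 250%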;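 further: OY570 slx delta 5 strain wells were the positive control but not used for scaling; some compounds called inactive have numbers as strong as hits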
MOR-DOR inv ag = inverse agonists of MOR-DOR heterodimerization, primary screen, cell-based, luminescence | Mu-type opioid receptor (Homo sapiens) + Delta-type opioid receptor (Homo sapiens), … | cell-based MOR-DOR heterodimer luminescence, inverse agonism | inhibition, % at 9.3 µM | 340,000 tested, 0.21% active | AID 504357, 2011; in the data active means inhibition above about 22%, passing the limit was not always enough;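 further: 0% = cells with DMSO and 100% = wells without cells with DMSO; values of inactives mirror those of a sister screen read the other way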
PKA-R1A activ = activators of PKA-R1A holoenzyme, primary screen, biochemical, fluorescence polarization, Cy5-IP20, bovine R1A, mouse PKAc | PKA-R1A dissociation; scaled: DMSO 0%, 113 µM cGMP 100% | AID 504707, 2011 | activation, % at 11.4 µM | 340,000 tested, 0.083% active | cAMP-dependent protein kinase type I-alpha regulatory subunit (Bos taurus) + …;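 active means percent activation above the mean of all tested compounds plus 3 SD, cut at about 19% in these data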;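 further: higher means more PKAc released from R1A so a rise in polarization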
MOR-DOR ag = agonists of OPRM1-OPRD1 heterodimerization, primary screen, cell-based, luminescence; cells; activation, % at 9.3 µM; 340,000 tested, 0.3% active; in the data active means activation above about 18%;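 further: 0% = vehicle-treated cells and 100% = reference agonist; values of inactives mirror those of a sister screen read the other way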
PfHsp90 yeast 2 = growth inhibition of PfHsp90-expressing yeast, primary screen, antimalarial PfHsp90 inhibitor project, S. cerevisiae, BacTiter-Glo luminescence, single point, set 2; BacTiter-Glo ATP, 48 h; yeast lacking PDR1 and PDR3 efflux regulators; inhibition, % at 9.4 µM; 310,000 tested, 0.32% active; AID 504621, 2011;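 active means every replicate shows inhibition above about 80%, whatever the replicate mean, limit read from the data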;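 further: 0% = DMSO neutral controls and 100% = 20 µM radicicol positive controls; yeast relying on Plasmodium falciparum Hsp90 in place of its own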
PKA-R2B activ = activators of PKA-R2B holoenzyme, primary screen, biochemical, fluorescence polarization, Cy5-IP20, human; activation, % at 11.4 µM; PKA-R2B holoenzyme dissociation; R2B truncated from residue 108, S112A mutant; 0% DMSO only, 100% 113 µM cGMP; cAMP-dependent protein kinase catalytic subunit beta (Homo sapiens) + cAMP-dependent …; 340,000 tested, 0.079% active;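 active means activation above a cutoff set at the mean over all compounds plus 3 SD, cut at about 18% in these data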;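 further: higher means more holoenzyme dissociation and a rise in polarization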
Target sequence (P31323 whole entry, looked up, other chains not shown, the tested form may be a part): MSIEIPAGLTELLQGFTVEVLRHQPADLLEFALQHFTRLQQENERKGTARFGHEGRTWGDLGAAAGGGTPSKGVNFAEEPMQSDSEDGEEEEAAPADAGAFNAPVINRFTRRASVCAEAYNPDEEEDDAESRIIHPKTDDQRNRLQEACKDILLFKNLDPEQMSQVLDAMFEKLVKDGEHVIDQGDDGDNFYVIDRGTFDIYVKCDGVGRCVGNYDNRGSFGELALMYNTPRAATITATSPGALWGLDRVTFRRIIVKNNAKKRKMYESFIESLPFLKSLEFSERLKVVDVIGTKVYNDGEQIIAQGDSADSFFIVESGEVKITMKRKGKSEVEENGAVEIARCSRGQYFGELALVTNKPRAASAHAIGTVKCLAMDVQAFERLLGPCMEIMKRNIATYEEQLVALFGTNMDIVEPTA
phage Ecoli inh = growth loss of phage-infected E. coli, primary screen, RecBCD inhibitor project, absorbance, with phage, HTS; inhibition, % at 11.9 µM; 360,000 tested, 0.26% active; AID 651602, 2012; in the data active means inhibition above about 11%
HTR5A inv ag = HTR5A inverse agonists in luminescence cell assay, primary screen, counter-screen for OPRM1-OPRD1 heterodimer inverse agonist project, full-deck HTS | 5-hydroxytryptamine receptor 5A (Homo sapiens), P47898 | HTR5A cell line, inverse agonism | inhibition, % at 9.3 µM | 340,000 tested, 0.083% active | AID 504634, 2011; in the data active means inhibition mostly above about 23%, no sharp cut-off; inactive means mostly below about 18%;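 further: 0% = cells with DMSO and 100% = no-cell wells with DMSO; some compounds called inactive have numbers as strong as hits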
Target sequence (P47898 whole entry, looked up): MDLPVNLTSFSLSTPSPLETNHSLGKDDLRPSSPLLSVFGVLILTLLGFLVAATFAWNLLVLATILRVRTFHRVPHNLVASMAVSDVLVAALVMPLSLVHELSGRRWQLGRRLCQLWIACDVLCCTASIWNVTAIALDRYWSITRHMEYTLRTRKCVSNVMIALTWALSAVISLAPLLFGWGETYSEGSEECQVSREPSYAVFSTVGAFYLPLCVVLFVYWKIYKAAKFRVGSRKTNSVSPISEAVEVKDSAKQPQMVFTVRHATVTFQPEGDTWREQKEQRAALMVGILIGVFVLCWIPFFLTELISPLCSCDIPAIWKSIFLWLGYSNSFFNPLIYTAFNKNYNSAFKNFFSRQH
Ecoli viability = E. coli V3065 growth inhibition, primary screen, counter-screen for AddAB inhibitor project, absorbance, OD600; 18 h; inhibition, % at 11.9 µM; 330,000 tested, 0.27% active;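 active means inhibition above the campaign's mean inhibition across all tested compounds plus 3 SD, cut at about 9.9% in these data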;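 further: uninfected addAB+ strain grown without phage in ampicillin broth; 0% = DMSO wells and 100% = ciprofloxacin 0.95 µg/ml wells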
Tat export inh = E. coli Tat export inhibitors, primary screen, MC4100, TorA-mCherry reporter, fluorescence, single point; 340,000 tested, 0.036% active; inhibition, % at 10 µM;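 active means mean replicate inhibition at least 50% and at least half of replicates individually reaching 50%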;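 further: exported cargo escapes ClpAP degradation while cytoplasmic cargo is degraded and loses fluorescence; 0% = median of neutral control wells and 100% = median of NaSCN control wells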
AddAB inh = growth inhibition of E. coli expressing H. pylori AddAB, primary screen, AddAB inhibitor project, absorbance. AID 435030, 2010. 330,000 tested, 0.29% active. inhibition, % at 11.9 µM; in the data active means inhibition above about 12%;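 further: 0% = vehicle wells of infected cells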
* = called active by the depositor; . = not tested or not shown; & = joins results of further samples.

No.	molecule	PKA-R1A activ	PKA-R2B activ	phage Ecoli inh	SUMO Mot1 rescue	AddAB inh	HTR5A inv ag	Ecoli viability	PfHsp90 yeast 2	Tat export inh	MOR-DOR inv ag	MOR-DOR ag
1	CC(O)C(NS(=O)(=O)c1ccc(Cl)cc1)C(=O)OCC(=O)N1CCN(c2ccccc2)CC1 (stereo unspecified)	-6	-1	0.8	-7	1.5	-1	0.5	25	-2	-5	0.9
2	Cc1ccc(-c2nc(N)n(C(=O)c3ccco3)n2)cc1	-6	3	-0.8	96	-1.0	5	0.1	12	-5	9	-2.0
3	CCN(CC)S(=O)(=O)c1cc(NC(=O)Cc2n[nH]c(=O)c3ccccc23)ccc1C	-4	-6	3.5	.	1.3	-10	1.7	-2	-6	1	-0.1
4	Cc1cccc(NC(=O)Nc2cccc(F)c2)n1	-15	-5	2.9	16	3.0	-14	-2.3	-55	-2	-8	1.4
5	Cc1cccc(NC(=O)NCc2ccc3c(c2)OCO3)c1C	-4	-7	3.6	-18	-0.8	4	-1.1	-30	-1	4	-0.8
6	Cc1cc(C)n2ncc(/C(N)=N/OC(=O)Nc3ccc(Cl)cc3)c2n1	.	.	0.2	488	2.9	.	1.5	6	1	.	.
7	CCCCCCCCCCOC(=O)Cn1c(COc2ccccc2)[n+](C)c2ccccc21	-8	3	1.5	150	1.4	-60	2.1	-2	35	-55	9.9
8	CCCCc1nnc(NC(=O)CC(=O)Nc2ccccc2C(=O)O)s1	-6	-1	4.7	33	0.8	-33	0.6	1	-11	7	-1.3
9	CC(C)(C)OC(=O)CNC(=O)c1[nH]cnc1C(=O)Nc1ccc(CNC(=O)OC(C)(C)C)cc1	-13	-6	-0.2	-3	-2.1	-31	-0.6	-4	17	-24	4.0
10	CN(C)S(=O)(=O)c1ccc(C(=O)NN2C(=O)NC3(CCCCC3)C2=O)cc1	-1	2	1.9	.	.	9	.	-8	5	23	-4.7
11	O=C(CCn1c(=O)oc2ccc(Cl)cc21)NCCCN1CCOCC1	4	-6	-1.6	-1	0.2	-4	2.0	0	-5	3	-0.7
12	C=C[C@]1(C)C[C@@H](OC(=O)CSCCN(CC)CC)[C@]2(C)C(C)CC[C@]3(CCC(=O)[C@H]32)[C@@H](C)[C@@H]1O (stereo partly specified)	2&-14	-1&-2	4.1&2.9	11&11	-1.9&2.6	-4&22	4.1&1.9	21&-4	7&1	9&13	-1.8&-2.5
13	CC(C)CN(CC(C)C)C(=S)NC1CCCCC1	-19	1	3.7	9	0.1	-6	0.9	16	-5	-11	2.0
14	COc1ccc(C(=O)NNC(=O)CSc2ccccc2)cc1	1	9	3.2	5	1.7	-14	-1.4	-19	0	4	-0.8
15	Cc1cc(Br)cc2c(C(=O)NCC3CCCO3)cc(-c3cccs3)nc12 (stereo unspecified)	-13	2	1.9	14	2.7	-13	-1.0	15	-3	-14	2.6
16	Cc1ccc(NC(=S)NC(=O)c2ccccc2)cc1NC(=S)NC(=O)c1ccccc1	-2	2	1.4	19	.	1	.	-34	-14	7	-1.4
17	COc1ccc(OCC(=O)Nc2nnc(-c3ccco3)s2)cc1	1	7	0.4	2	-0.1	-2	-1.2	3	3	7	-1.2
18	Cc1ccc(CSc2nc3ncccc3[nH]2)cc1	3	9	2.5	9	3.6	-20	-0.2	6	5	7	-1.2
19	Cc1ccc(NC(=O)CSc2nc(CSc3ccc(C)cc3)cc(=O)[nH]2)cc1	1	-7	2.5	-3	1.8	26	0.7	-20	2	-1	0.2
20	O=C(N/N=C/c1cccnc1)C12CC3CC(CC(C3)C1)C2	-10	-8	4.4	6	2.9	26	2.6	9	-1	3	-0.7
21	NC(=O)NC(CC(=O)NCc1ccc2c(c1)OCO2)c1ccccc1Cl (stereo unspecified)	0	-7	1.3	0	3.2	-12	0.9	7	-2	-9	1.2
22	O=C(O)c1c(NC(=O)c2cccc3ccccc23)sc2c1CCC2	0	5	2.6	0	-1.4	0	-1.4	2	2	7	-1.3
23	COc1ccc(CN(CCC(c2ccccc2)c2ccc(OC(C)C)cc2)C(=O)CCl)cc1OC (stereo unspecified)	3	-10	0.4	-28	2.7	-62	-1.1	-14	21	-454	82*
24	COc1cccc(CNC(=O)CN(c2ccc(C(C)C)cc2)S(=O)(=O)c2c(C)noc2C)c1	-10	-7	1.4	32	3.7	19	-0.3	4	0	-1	0.2
25	C[C@H](NC(N)=O)C(=O)OCC(=O)Nc1ccc(OC(F)F)cc1	9	1	3.0	-4	3.7	11	1.7	7	1	2	-0.3
26	O=CNc1c(Cl)cc2c(c1Cl)Cc1cc([N+](=O)[O-])ccc1-2	9	-4	2.0	.	.	2	.	.	-3	-51	9.7
27	O=C(O)COCC(=O)N1CCc2c([nH]c3ccccc23)C1C(F)(F)F (stereo unspecified)	-1	1	2.9	12	1.0	-25	1.9	14	-8	16	-2.7
28	Cc1cccc(NS(=O)(=O)c2cc(C(=O)N3CCCCCC3)ccc2C)c1	-4	-2	0.2	-13	1.2	-38	2.6	-3	5	4	-0.6
29	COc1ccc(N2CCN(Cc3nc4c(c(=O)[nH]c(=O)n4C)n3CC(C)=O)CC2)cc1	-8	-5	-1.0	-4	1.6	-35	-0.7	-6	18	6	-1.2
30	O=C(NCC(=O)N(c1ccc(F)cc1)C(C(=O)NCC1CCCO1)c1ccccc1)c1ccco1 (stereo unspecified)	3	-5	1.4	4	0.4	-3	0.1	-4	-6	7	-1.3
31	COc1ccc(-c2c(-c3ccc(S(C)(=O)=O)cc3)sc3ccc(OC)cc23)cc1	0	0	0.5	-1	0.6	-15	-0.7	-33	0	16	-2.8
32	COc1ccc(OCC(=O)N/N=C/c2ccc(N(C)C)cc2)cc1	-4	-7	4.2	-1	3.0	7	-1.0	4	0	10	-2.0
33	CNc1c(NS(=O)(=O)c2ccc(Cl)s2)c(=O)oc2ccccc12	-8	9	0.5	-15	5.9	-14	-0.4	-2	-7	15	-2.8
34	Cn1c(=O)n(/N=C/c2ccccc2)c2ccccc21	-11	-1	2.0	-11	0.7	-7	0.8	7	-4	8	-1.7
35	CCOc1ccc(N(CC(=O)NCc2cccs2)S(=O)(=O)c2c(C)noc2C)cc1	5	-6	4.1	-8	3.1	-14	-0.4	0	-4	2	-0.5
36	O=C(CN1CCN(Cc2ccccc2Cl)C1=O)NC1CCCCCCC1	3	-2	2.1	-7	4.3	-1	-1.4	-3	1	-6	1.3
37	CN1CCN(C(=O)CCc2nc(-c3ccc(Cl)cc3)no2)CC1	-11	-2	0.0	9	0.7	30	1.3	-3	-1	11	-2.0
38	CCOC(=O)C1=C(Cc2ccc(F)cc2)C(=O)c2ccccc2C1=O	-9	-7	0.8	-16	-1.4	0	-0.7	-70	1	-100	18*
39	O=C(/C=C/c1ccccc1)NCc1ccc2c(c1)OCO2	8	4	1.1	-5	-1.2	-8	0.1	-3	0	16	-3.7
40	Cc1nn(CC(=O)c2ccc(Cl)cc2Cl)c(C)[n+]1N	-5	-9	2.8	-6	2.7	-25	0.6	8	-3	10	-2.0
41	NC(=O)C1CCN(C(=O)c2cc3n(n2)C(C(F)(F)F)CC(c2ccco2)N3)CC1 (stereo unspecified)	-1	12	2.7	-8	-0.5	24	-1.1	15	-3	4	-0.7
42	CCOC(=O)c1c(NC(=O)c2cc3n(n2)C(C(F)(F)F)CC(c2cccs2)N3)sc(C)c1C (stereo unspecified)	-3	8	6.6	8	1.0	13	0.0	-32	0	9	-1.7
43	NS(=O)(=O)c1cc(C(=O)N=Nc2c(O)[nH]c3ccccc23)ccc1Cl	-2	2	-0.8	-12	-0.2	18	-0.2	12	-6	-30	5.5
44	Cc1cccc(C)c1Nc1nnc(SCc2cc([N+](=O)[O-])cc3c2OCOC3)s1	0	-3	1.9	6	0.9	-15	2.6	19	11	-18	3.4
45	C=CCOC(=O)C1=C[C@@H](C2CCCCC2)C[C@@H](OCc2ccc(CO)cc2)O1	12	-1	2.2	25	-0.4	-32	-1.7	-8	8	-6	1.1
46	Cc1ccc2c(CSc3nc4nc(C)cc(C)n4n3)cc(=O)oc2c1	-9	2	0.0	-5	-0.2	-8	-1.3	-35	0	6	-1.0
47	Cc1nc2ccccc2n1CCOc1ccccc1	10	-9	0.5	-14	4.3	-14	2.6	-2	-4	0	0.0
48	CCOc1ccccc1N(C)C(=O)c1cn(CC)c(=O)c2cc(OC)c(OC)cc12	-10	-4	0.9	.	.	-2	.	0	-7	24	-4.3
49	CCc1ccc(NS(=O)(=O)c2cc3[nH]c(=O)c(=O)[nH]c3cc2C)cc1	-5	-4	1.6	5	1.9	10	0.2	-20	-1	2	-0.5
50	COc1cccc(NC(=O)CN(C)CC(=O)NC(C)c2ccccc2)c1 (stereo unspecified)	-3	-4	0.8	2	1.0	-35	1.1	-4	3	12	-2.3
51	COCCn1c(SCC(=O)NC2CCCCC2)nnc1-c1ccco1	0	0	-0.1	256	0.7	0	-1.6	-75	-6	12	-1.9
52	Cn1nc(C(=O)Nc2ccc(S(=O)(=O)N3CCCCC3)cc2)ccc1=O	0	-9	2.1	-37	1.8	-27	0.9	12	-4	7	-1.2
53	CC(C)C(c1nnnn1Cc1cccs1)N1CCN(c2ccccc2)CC1 (stereo unspecified)	0	-11	2.1	.	-0.5	-15	0.4	16	-11	4	-0.6
54	COc1cc(NC(=O)c2cc3ccccc3o2)c(OC)cc1Br	-6	-14	0.6	-15	2.4	14	1.1	-7	-12	-72	13
55	Cc1ccc(S(=O)(=O)N2CCCc3ccccc32)cc1C	-8	-16	1.3	0	0.7	-5	0.2	-11	-2	-7	1.3
56	N=c1n(Cc2ccccc2)c2ccccc2n1CC(O)COc1ccccc1 (stereo unspecified)	8	-12	4.4	-13	7.2	7	1.6	21	0	-225	43*
57	O=C(NCc1cccnc1)c1cc(S(=O)(=O)N2CCOCC2)c(Cl)cc1Cl	3	-10	0.1	-18	-1.4	9	1.1	-6	0	3	-0.5
58	Cc1cccc(NC(=O)CN2C(=O)/C(=C3\SC(=S)N(CC4CCCO4)C3=O)c3ccccc32)c1 (stereo unspecified)	-11	4	.	26	2.6	9	-2.6	17	7	-8	1.6
59	Cc1nc(CN2CCC(c3ccccc3)CC2)cc(=O)[nH]1	.	.	4.0	19	2.7	.	0.9	-1	9	.	.
60	CSc1nccc(Oc2cncc(Cl)c2)n1	-7	1	1.9	-9	1.9	15	-0.6	12	-2	-3	0.6
